M1AAP inhibition: malaria alanyl aminopeptidase activity blockers – biochemical, fluorogenic H-Leu-NHMec substrate, 1536-well (AID 1445); recombinant M1AAP, H-Leu-NHMec fluorogenic kinetic assay; higher % means a stronger effect; one-dose inhibition, % at 30 µM; IC50 in µM for titrated hits; actives 0.42% (n = 220,000);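 active = primary inhibition above the hit cutoff, then over 50% inhibition at one or more dose response concentrations, cut at about 23% in these data, passing the limit was not always enough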;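 also: plate controls were DMSO full reaction for no effect and no enzyme background for full effect; strong numbers were not always called active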
M17LAP inhibition: P. falciparum M17LAP inhibitors, primary screen, biochemical, fluorogenic H-Leu-NHMec substrate, 1536-well (AID 1619) | recombinant M17LAP, H-Leu-NHMec fluorogenic kinetic assay; higher % means a stronger effect | one-dose inhibition, % at 30 µM; IC50 in µM for titrated hits | actives 0.38% (n = 220,000);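 active = compound inhibiting the enzyme by more than half at any dose during confirmatory dose-response retesting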;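 also: plate controls were full reaction with DMSO carrier for no effect and no enzyme background for full effect; strong numbers were not always called active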
human PMI inhibition: MPI enzyme activity inhibition – biochemical, fluorescence intensity, coupled assay, primary screen (AID 1209); actives 0.42% (n = 190,000); purified PMI enzyme, coupled fluorescence intensity; higher % means a stronger effect; inhibition, % at 20 µM, or IC50 in µM where a hit was titrated;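 also: plate controls were DMSO vehicle for no effect and wells lacking substrate for full effect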
Yfh1-off respiration: enhancers of respiration in Yfh1-depleted yeast, dose response, Friedreich's ataxia, plus single-dose screen (AID 1465); S. cerevisiae Yfh1-off respiration, WST-1 reduction, 72 h; higher fold induction means a stronger effect; actives 0.074% (n = 220,000); fold induction at 50 µM, or EC50 in µM where a hit was titrated;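 active = fold induction of absorbance versus untreated yeast above a set limit, then at least 30% activation at any dose in follow-up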;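 also: activators that raise dye reduction in frataxin-depleted yeast; strong numbers were not always called active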
TNAP activators: stimulation of alkaline phosphatase TNAP activity – biochemical, luminescent, no phosphate acceptor, uHTS, primary screen (AID 1001); purified TNAP, luminescent activation assay, no phosphate acceptor; higher activation fold means a stronger effect; one-dose activation fold at 20 µM; EC50 in µM for titrated hits; actives 0.03% (n = 200,000); in the data active = activation fold from about 3, or a potency from the dose series; inactive = the rest, 99 in 100 with activation fold below about 1.6; also: many of its hits are not listed in these tables
LYP phosphatase: PTPN22 lymphoid phosphatase activity blockers – biochemical, fluorescence intensity, uHTS (AID 1779); recombinant LYP phosphatase, fluorescence intensity; higher % means a stronger effect; inhibition, % at 11.5 µM; hits with a dose series show IC50 in µM; actives 0.054% (n = 290,000);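 also: plate controls were vehicle with enzyme for no effect and no enzyme for full effect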
XIAP displacement: small molecules displacing peptide from XIAP – biochemical, IAP family, fluorescence polarization (AID 1018). XIAP BIR domain, fluorescence polarization peptide displacement; higher % means a stronger effect. displacement, % at 20 µM, or IC50 in µM where a hit was titrated. actives 0.007% (n = 200,000); in the data active = displacement above about 50%; also: a part of the inactive calls stands beside numbers as strong as those of hits
WT yeast gro inh: growth inhibition of WT yeast, mitochondrial fusion screen; mitochondrial fusion phenotypic screen, WT strain; inhibition, % at 10 µM; actives 2.1% (n = 190,000); AID 1362; in the data active = inhibition above about 58%; tested in S. cerevisiae
PMI inhibition: MPI inhibition at elevated mannose 6-phosphate – biochemical, fluorescence intensity, high mannose 6-phosphate, primary screen (AID 1220); recombinant PMI enzyme, coupled fluorescence intensity; higher % means a stronger effect; actives 0.66% (n = 190,000); one-dose inhibition, % at 20 µM; IC50 in µM for titrated hits
WT yeast gro inh mutant strain: second read-out of WT yeast gro inh, no call of its own (marks repeat the call); inhibition, %; mitochondrial fusion phenotypic screen, mutant strain inhibition
Numbers without * were called inactive; i = inactive; / = not tested or not shown. Rule as the data show it, unless noted: active = inhibition above about 50%; inactive = the rest.

SMILES | M1AAP inhibition | M17LAP inhibition | human PMI inhibition | Yfh1-off respiration | TNAP activators | LYP phosphatase | XIAP displacement | WT yeast gro inh | WT yeast gro inh mutant strain | PMI inhibition
O=C(CSc1nc2[nH]ncc2c(=O)[nH]1)NCc1ccc(F)cc1 | 5% | 16% | 0% | i | 1.2 | -6% | -3.8% | -7 | -16 | -9%
Cc1c(-c2ccccc2)oc2c(C(=O)OCC(=O)Nc3cccc(F)c3)cccc2c1=O | 0% | 2% | 14% | i | 1.1 | -6% | -6.3% | -15 | 9 | 8%
CN1/C(=C\C(=O)CSc2nncn2C)C(C)(C)c2ccccc21 | 10% | 15% | -8% | i | 1.1 | -5% | -1.4% | 4 | 3 | -10%
COc1cccc(NC(=O)CN2C(=O)NC(C)(CC(C)C)C2=O)c1 (stereo not given) | 3% | 0% | 2% | i | 1.1 | -5% | -3.2% | -14 | 6 | 3%
O=C(Nc1cccc(C(F)(F)F)c1)c1cccnc1NCCc1ccccc1 | -1% | -6% | 11% | i | 1.2 | 3% | 0.7% | 87* | 64* | 0%
Cc1cccc2nc(CSc3nnc4ccccn34)cn12 | 3% | -3% | 11% | i | 1.2 | -6% | -7.4% | -20 | 2 | 5%
Cc1ccc(/C=N/N=C2/NC(=O)C(CC(=O)N3CCOCC3)S2)cc1 (stereo not given) | 4% | 16% | -7% | i | 1 | 5% | -7.9% | 0 | -1 | -8%
CN(C)c1ccc(Nc2nc(N)c([N+](=O)[O-])c(N3CCOCC3)n2)cc1 | 10% | 29% | 11% | i | 1 | 8% | 0.6% | 3 | -23 | 37%
COc1ccc(-n2c(-c3ccc(Br)cc3)c[n+]3c2CCc2ccccc2-3)cc1 | 0% | 12% | 11% | i | 1.1 | -4% | -7.0% | 35 | 0 | 5%
O=c1cc(N2CCc3ccccc32)[nH]c(=O)n1-c1ccc(Cl)cc1 | 2% | 10% | -2% | i | 1.1 | -2% | -2.0% | -22 | 16 | 16%
CC(C)(C)c1ccc(OCCOc2ccc(C(C)(C)C)cc2NC=O)c(NC=O)c1 | -2% | 0% | / | i | / | 11% | / | / | / | /
O=C(O)C1C2C=CC(O2)C1C(=O)NCc1ccc(Cl)cc1 (stereo not given) | -1% | -11% | 7% | i | 1.1 | -5% | -0.9% | -4 | 4 | 7%
Cc1cc(C)c2c3c(oc2n1)C(=O)N(c1cccc(Cl)c1)CC(=O)N3 | 4% | 11% | / | i | / | -2% | / | / | / | /
CC1=C(C(=O)OC(C)C)C(c2ccncc2)n2ncnc2N1 (stereo not given) | 2% | 9% | 8% | i | 1.1 | 0% | -9.1% | 14 | 8 | -3%
Cc1nn(Cc2ccccc2Cl)c(C)c1C(=O)Nc1nnc(C2CC2)s1 | 7% | 6% | 8% | i | 1 | 1% | -3.2% | 22 | 22 | 14%

Reformatted in markdown: entries from further up
| Molecule | M1AAP inhibition | M17LAP inhibition | human PMI inhibition | Yfh1-off respiration | TNAP activators | LYP phosphatase | XIAP displacement | WT yeast gro inh | WT yeast gro inh mutant strain | PMI inhibition |
| --- | --- | --- | --- | --- | --- | --- | --- | --- | --- | --- |
| O=C(O)C1C2C=CC(O2)C1C(=O)NCc1ccc(Cl)cc1 (stereo not given) | -1% | -11% | 7% | i | 1.1 | -5% | -0.9% | -4 | 4 | 7% |
| Cc1cc(C)c2c3c(oc2n1)C(=O)N(c1cccc(Cl)c1)CC(=O)N3 | 4% | 11% | / | i | / | -2% | / | / | / | / |
| CC1=C(C(=O)OC(C)C)C(c2ccncc2)n2ncnc2N1 (stereo not given) | 2% | 9% | 8% | i | 1.1 | 0% | -9.1% | 14 | 8 | -3% |

(continued)
SMILES | M1AAP inhibition | M17LAP inhibition | human PMI inhibition | Yfh1-off respiration | TNAP activators | LYP phosphatase | XIAP displacement | WT yeast gro inh | WT yeast gro inh mutant strain | PMI inhibition
S=c1[nH]nc(C2CCCCC2)n1/N=C/c1ccco1 | 1% | 4% | -2% | i | 1 | 3% | -2.8% | 4 | -3 | 5%
Cc1cc(C(=O)N/N=C/c2ccc(OC(=O)c3ccccc3Br)cc2)n[nH]1 | 4% | 3% | -4% | i | 1.1 | -8% | -2.3% | -15 | -13 | -6%
CCCn1c(SCC(=O)c2ccc3c(c2)OCCO3)n[nH]c1=O | 10% | 10% | -1% | i | 0.9 | -4% | -9.0% | -7 | 9 | 2%
CC(=O)Nc1ccc(S(=O)(=O)N2CCCC2C(=O)O)cc1 (stereo not given) | -7% | -4% | 2% | i | 1.1 | -6% | -3.0% | -5 | -20 | 4%
CCc1ccc(NC(=O)/C(C#N)=C/c2cn(CC(=O)O)c3ccccc23)cc1 | 7% | 27% | 5% | i | 1 | 5% | -6.6% | -8 | -12 | 12%
Cc1nc(/C(N)=N/OC(=O)c2c(-c3ccccc3Cl)noc2C)cs1 | 10% | 12% | / | i | / | -2% | / | / | / | /
Cc1cc(C)n2c(SCc3nnc(-c4cccs4)o3)nnc2n1 | 12% | -3% | -15% | i | 1 | 1% | -8.2% | 9 | 10 | -6%
O=C(Cc1ccc(Nc2nc(=S)[nH]c3ccccc23)cc1)NC1CCCCC1 | 4% | 13% | -5% | i | 0.9 | 3% | -8.1% | -1 | -20 | 9%
CCN1C(=O)c2cccc3c(S(=O)(=O)Nc4ncccc4C)ccc1c23 | 4% | -4% | 9% | i | 1.1 | 0% | -1.1% | 18 | 15 | 32%
COc1ccc(OC)c(Nc2nc3nonc3nc2N2CCCCC2)c1 | 1% | -9% | 7% | / | 1.1 | -4% | -4.3% | 1 | 16 | -5%
COc1ccc(CNC(=O)C(C)OC(=O)C23CC4CC(CC(O)(C4)C2)C3)cc1 (stereo not given) | 0% | 0% | 15% | i | 1.2 | -8% | -5.8% | -7 | -2 | 3%
COc1cc(-c2nc(-c3ccc(-c4ccccc4)nc3OC)no2)cc(OC)c1OC | / | / | -4% | / | 1 | -7% | -7.3% | / | / | -6%
CCC(Sc1nc(-c2cccc(OC)c2)c(C#N)c(=O)[nH]1)C(=O)Nc1nnc(C(C)C)s1 (stereo not given) | 1% | 14% | 9% | i | 1.1 | 2% | -12% | 2 | 3 | 0%
COc1ccccc1/C=C/C=N/NC(=O)CCn1cnc2ccccc21 | 15% | 5% | / | i | / | 2% | / | / | / | /
COCCn1nnnc1CN1CCOCC1 | -2% | -3% | -3% | i | 1.1 | -1% | 7.9% | 20 | 16 | -2%
O=C(NCCCN=C1NS(=O)(=O)c2ccccc21)c1ccncc1 | 1% | 7% | -7% | i | 1.1 | -1% | 1.5% | 12 | 9 | -11%
O=C(NCc1csc(-c2cccs2)n1)c1ccccc1 | 6% | 0% | / | i | / | 0% | / | / | / | /
COc1ccc(CCN2CCC(Nc3nc4ccccc4n3Cc3ccc(F)cc3)CC2)cc1 | 2% | -4% | 8% | i | 1.1 | -6% | -5.9% | 42 | 2 | 3%
CC1(C)CC(=O)C(C=Nc2ccc(N)cc2)=C(O)C1 | 18% | 10% | 1% | i | 1 | 1% | -5.7% | 7 | 8 | 33%
CN(N)c1nc(C(F)(F)F)nc2ccccc12 | 2% | 1% | 7% | i | 1 | -5% | -6.5% | 5 | 2 | 6%
CC(NC(=O)COc1cccc(Br)c1)C(=O)O (stereo not given) | -11% | -3% | -5% | / | 1.1 | -4% | -2.1% | -22 | 3 | 3%
CCc1cccc(CC)c1NC(=S)Nc1ccccc1 | -1% | -6% | 4% | i | 1.1 | -4% | -1.4% | 16 | 14 | -6%
CCOC(=O)c1nnn(CC(=O)N2N=C(c3ccc(Cl)cc3)CC2c2ccc(OC)cc2)c1C(=O)OCC (stereo not given) | -3% | -1% | 8% | i | 1.1 | -6% | -12% | 13 | -8 | 6%
COCCCNc1nc2ccccc2[nH]c1=O | 8% | 4% | -7% | i | 1.1 | -5% | -2.3% | -4 | 6 | 9%
COc1ccc2c(OC)c3ccoc3nc2c1OC | 0% | -5% | 4% | i | 1.1 | -5% | -6.0% | 14 | -1 | 1%
CCOC(=O)c1cc(-c2csc(-c3cccc(Cl)c3)n2)on1 | -3% | 0% | / | i | / | -2% | / | / | / | /
NC(=O)CC(NC(=O)Cc1cccc2ccccc12)c1ccc(N2CCN(c3ccc(F)cc3)CC2)c([N+](=O)[O-])c1 (stereo not given) | -3% | -3% | / | i | / | -3% | / | / | / | /
CCN(CC(=O)NCc1cccs1)c1ccc(S(=O)(=O)N2CCCC2)cn1 | 8% | 24% | 5% | i | 1.1 | -3% | -2.8% | -10 | 2 | 7%
Cc1ccc(NC(=O)CSc2nnc(-c3ccco3)c(-c3ccco3)n2)cc1 | 25%* | 53% | -10% | i | 1.1 | 3% | 1.6% | 1 | -12 | 39%
CCCCn1c(CCNC(=O)c2cccs2)nc2ccccc21 | 12% | -5% | 12% | i | 1 | -2% | -6.5% | 8 | 12 | 9%
Cc1cc(N2CCN(C)CC2)nc2ccc(NC(=O)CCC(=O)NCc3ccco3)cc12 | 1% | -30% | 8% | i | 1.1 | -8% | -4.1% | 4 | -3 | 14%
COc1ccccc1-n1c(N)cc(=O)nc1SCC(=O)Nc1cc(C)on1 | 1% | -8% | -1% | i | 1.1 | -6% | -0.3% | 9 | 15 | 1%
O=C1C(Oc2ccc(Cl)cc2)C(c2ccc3c(c2)OCO3)N1CC1CCCO1 (stereo not given) | 2% | 6% | 21% | i | 1 | -5% | -2.9% | 18 | 8 | 15%
COc1ccc(NC(=O)CSc2nnc3c4c(nc(-c5ccccc5)n23)CC(C)(C)OC4)cc1 | 13% | 22% | 0% | i | 1.1 | -1% | -2.7% | -4 | -8 | 4%
O=C1c2ccccc2C(=O)c2cc(NC(=O)C3CC3)ccc21 | 0% | 2% | 7% | i | 1.3 | -5% | -3.4% | 38 | -1 | 6%
COC(=O)c1cccc(COC(=O)c2ccccc2NC(=O)c2ccco2)c1 | -2% | 2% | 16% | i | 1.1 | 5% | -2.3% | 1 | -5 | 13%
COc1ccc(-c2nnc(SC(=O)N3c4ccccc4Sc4ccccc43)o2)cc1 | -1% | -2% | -10% | i | 1.1 | 0% | -1.9% | -7 | 0 | -6%
COc1ccc(N/N=C(\C#N)C(=N)N2CCOCC2)cc1 | 11% | 8% | 7% | i | 1 | -4% | -3.5% | 7 | 6 | 16%
O=C(Cc1ccccc1)NN1C(=O)C2C3C=CC(C3)[C@@H]2C1=O (stereo not given in full) | 3% | 2% | -2% | i | 1.1 | -10% | -5.7% | -6 | -7 | 5%
Cc1cccc(CCN(CC(=O)NC2CCCCC2)C(=O)c2csnn2)c1 | 6% | 20% | -4% | i | 1.1 | 0% | 0.3% | -3 | -1 | -6%
Cc1cccc(N2CCN(CC(O)COc3ccc(Cl)cc3)CC2)c1 (stereo not given) | -1% | 6% | / | i | / | -6% | / | / | / | /
O=C(C1=COCCO1)N1CCN(C(c2ccccc2)c2ccccc2)CC1 | 4% | 15% | 2% | / | 1 | -4% | -8.4% | 11 | -12 | -2%
O=C1c2ccccc2-c2ccc(C(=O)N3CCCCC3)cc21 | 2% | -9% | 4% | i | 1 | -4% | -12% | 8 | 0 | 9%
COc1ccc([C@@H]2[C@H]3C(=O)N(c4cccc(C(F)(F)F)c4)C(=O)[C@H]3ON2C)cc1 | 8% | -1% | 1% | i | 1.1 | -3% | -10% | -17 | 11 | 3%
